Screening data from PubChem BioAssay.
HCV core dimer: inhibitors of HCV core protein dimerization, primary screen, biochemical, TR-FRET, high-throughput. inhibition, % at 5 µM. TR-FRET GST/Flag-core106 dimerization, 1536-well. AID 1899, 2009. hit rate 0.33% among 300,000;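 active = inhibition above the mean of all tested compounds plus 3 SD, set per screening campaign, cut at about 45% in these data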
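Material: Tagged HCV core106 pair (GST and Flag) | Amount: GST-core106 13.5 nM, Flag-core106 17 nM | Medium: KF-containing HEPES buffer, pH 7.45, DTT, CHAPS, BSA | Reagent: Eu donor and XL665 acceptor anti-tag antibodies | Schedule: 4 h at 22.5 °C | Technique: Time-resolved FRET, ex 340 nm, em 617 and 671 nm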
TPT1 inh: Candida albicans TPT1 enzyme inhibitors, primary screen, biochemical, fluorescence polarization; hit rate 0.81% among 300,000; tRNA 2'-phosphotransferase TPT1 (Candida albicans SC5314); inhibition, % at 5 µM; recombinant caTPT1, FP RNA substrate dephosphorylation;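 active = inhibition above the mean of all tested compounds plus 3 SD, set per screening campaign, cut at about 24% in these data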;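 note: plate controls were DMSO alone for no effect and ferristatin control at 100 nM for full effect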
EBNA-1 inhibitor: EBNA-1 DNA-binding inhibitors, primary screen, biochemical, fluorescence polarization; inhibition, % at 14.8 µM; hit rate 0.34% among 300,000; AID 1950, 2009; in the data active = inhibition above about 28%
Fh CTSL1 inh: Fasciola hepatica cathepsin L1 inhibitors, primary screen, counter-screen for PFM18AAP inhibitor project, biochemical, QFRET, fluorogenic peptide substrate; recombinant F. hepatica cathepsin L1, Z-Leu-Arg-MCA fluorescence; inhibition, % at 5.96 µM; hit rate 0.49% among 300,000; AID 1906, 2009;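 active = inhibition above the mean of all tested compounds plus 3 SD, set per screening campaign, cut at about 17% in these data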;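 note: 0% = plate median of test compound wells and 100% = 1 µM Z-Phe-Ala-diazomethylketone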
PP5 inh: PP5 phosphatase inhibitors, primary screen, biochemical, fluorescence; Serine/threonine-protein phosphatase 5 (Homo sapiens), P53041; purified PP5c, OMFP substrate fluorescence; inhibition, % at 6.7 µM; hit rate 0.18% among 320,000;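 active = inhibition above the campaign's mean inhibition across all tested compounds plus 3 SD, cut at about 9.5% in these data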;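 note: 0% = DMSO only and 100% = 100 µM cantharidin control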
Target sequence (P53041 whole entry, looked up): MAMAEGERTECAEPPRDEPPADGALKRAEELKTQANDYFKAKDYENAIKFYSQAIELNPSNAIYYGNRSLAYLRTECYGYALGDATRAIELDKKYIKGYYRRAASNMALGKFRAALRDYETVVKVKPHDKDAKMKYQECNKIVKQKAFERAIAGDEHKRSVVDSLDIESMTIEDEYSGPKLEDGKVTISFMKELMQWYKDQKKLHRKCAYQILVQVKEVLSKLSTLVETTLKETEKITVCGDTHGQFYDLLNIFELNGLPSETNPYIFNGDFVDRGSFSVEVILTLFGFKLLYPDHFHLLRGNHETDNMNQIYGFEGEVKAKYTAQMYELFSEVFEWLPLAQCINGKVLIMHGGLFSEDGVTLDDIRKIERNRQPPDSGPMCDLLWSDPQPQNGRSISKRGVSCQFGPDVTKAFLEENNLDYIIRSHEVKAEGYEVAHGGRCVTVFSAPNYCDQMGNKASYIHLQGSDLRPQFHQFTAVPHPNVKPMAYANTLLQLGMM
PP1 counter: PP1-alpha phosphatase inhibitors, primary screen, counter-screen for PP5 inhibitor project, biochemical, fluorescence, OMFP substrate, single point; purified PP1alpha; AID 2235, 2010; inhibition, % at 6.7 µM; hit rate 0.9% among 320,000; Serine/threonine-protein phosphatase PP1-alpha catalytic subunit (Homo sapiens), P62136;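 active = inhibition above the mean inhibition of all tested compounds plus 3 SD, computed separately for each screening campaign, cut at about 15% in these data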
Target sequence (P62136 whole entry, looked up): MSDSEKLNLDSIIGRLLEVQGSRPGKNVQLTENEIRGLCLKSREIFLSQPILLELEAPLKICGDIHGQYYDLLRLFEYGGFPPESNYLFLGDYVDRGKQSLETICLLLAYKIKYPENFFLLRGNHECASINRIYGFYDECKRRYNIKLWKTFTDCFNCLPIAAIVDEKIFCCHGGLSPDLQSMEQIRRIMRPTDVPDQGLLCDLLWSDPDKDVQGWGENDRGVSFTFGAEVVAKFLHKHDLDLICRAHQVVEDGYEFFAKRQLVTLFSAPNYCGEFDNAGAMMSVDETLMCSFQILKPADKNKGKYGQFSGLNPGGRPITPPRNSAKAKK
ZTA counter: counter-screen for EBNA-1 inhibitors: inhibitors of Epstein-Barr virus ZTA | P03206 | ZTA-DNA binding, fluorescence polarization | inhibition, % at 11 µM | hit rate 0.15% among 320,000; in the data active = inhibition above about 33%
Target sequence (P03206 whole entry, looked up): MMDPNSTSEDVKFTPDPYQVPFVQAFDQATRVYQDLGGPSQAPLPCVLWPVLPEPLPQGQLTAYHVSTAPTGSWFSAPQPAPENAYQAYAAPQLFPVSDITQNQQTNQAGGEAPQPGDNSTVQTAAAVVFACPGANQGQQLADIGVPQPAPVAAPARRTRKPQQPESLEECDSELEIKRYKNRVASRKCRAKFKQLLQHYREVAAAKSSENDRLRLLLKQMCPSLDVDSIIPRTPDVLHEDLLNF
PREPL inh: PREPL enzyme inhibitors, primary screen, biochemical, fluorescence polarization | Prolyl endopeptidase-like (Homo sapiens), Q4J6C6 | recombinant PREPL, fluorescence polarization activity-based probe | inhibition, % at 5.96 µM | hit rate 0.68% among 320,000 | AID 2751, 2010; in the data active = inhibition above about 43%;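 note: 0% = enzyme with DMSO and 100% = wells lacking enzyme; many of its hits are not listed in these tables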
Efflux pump mplx: inhibitors of Candida efflux pumps in yeast, primary screen, S. cerevisiae, Nile Red, multiplex. S. cerevisiae Candida pump triplex. inhibition, % at 10 µM. hit rate 0.44% among 330,000;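 active = plate passing quality check with inhibition over a set limit, or well fluorescence over plate mean plus 4 SD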;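 note: Nile Red retained in pooled yeast measured as flow cytometry median fluorescence; 0% = buffer negative control and 100% = Enniatin B positive control; higher means more Nile Red kept so more efflux inhibition; some compounds called inactive have numbers as strong as hits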
Active calls of the source: *; . = not tested or not shown. An excerpt, so the mix of outcomes need not match the whole.

SMILES	HCV core dimer	TPT1 inh	EBNA-1 inhibitor	Fh CTSL1 inh	PP5 inh	PP1 counter	ZTA counter	PREPL inh	Efflux pump mplx
CC(=O)c1ccc(OCc2cccc(C(F)(F)F)c2)cc1O	5	-3	-23	0	3.3	0	1	0	1.1
Cc1cccn2c(=O)c(C=O)c(N3CCN(c4ccc(F)cc4)CC3)nc12	8	-5	-5	-1	1.5	0	-6	26	-0.2
Cc1ccc(S(=O)(=O)NCC(=O)NCC(=O)OCc2c(F)cccc2Cl)cc1	-3	0	3	-8	1.7	1	9	-1	-0.2
Cc1ccc2c(c1)Sc1ccccc1CC2=O	-13	1	-3	-3	4.2	2	-18	-15	0.1
C=CCOC(=O)C1=C(C)N=C2SCCC(=O)N2C1/C=C/c1ccccc1 (stereo not drawn)	3	1	6	2	0.8	-3	-15	1	-0.1
O=C(COC(=O)Cc1ccccc1F)Nc1cc(S(=O)(=O)N2CCOCC2)ccc1N1CCCC1	3	1	3	-2	-2.8	-2	-2	13	0.1
NC(=O)C1CC(=O)N(c2ccc(OCC(=O)Nc3ccc(F)cc3)cc2)C1 (stereo not drawn)	.	.	.	.	-3.1	-2	-1	1	0.0
CCCc1ccc(-c2ccc(-c3noc(-c4ccncc4)n3)cc2)nc1	22	0	-4	1	0.7	-4	1	-9	0.0
CCn1cc(C(=O)NCCCN2CCC(C)CC2)c(=O)c2cc(S(=O)(=O)N3CCOCC3)ccc21	-4	2	-17	1	-1.4	1	9	12	0.1
CCOC(=O)N1CCc2c(sc3nc4n(c(=O)c23)N=C(c2ccc(OC)cc2)CS4)C1	8	-2	7	1	-2.4	-5	-1	-2	-0.1
CCc1ccc(NC(=O)C(=O)NNC(=O)c2cccc(OC)c2)cc1	-5	0	-4	3	1.4	-1	5	8	0.5
Cc1ccc(-n2nc3c(c2NC(=O)c2ccco2)CS(=O)(=O)C3)c(C)c1	6	0	2	-1	0.7	-1	9	1	0.0
CCOC(=O)c1c(NC(=O)c2nn(C)cc2[N+](=O)[O-])sc(C)c1C	-1	0	-14	2	2.5	2	-3	7	0.0
CCCC(c1nnnn1CC1CCCO1)N1CCN(c2cc(Cl)ccc2C)CC1 (stereo not drawn)	6	4	1	1	1.5	2	2	20	0.2
CSc1nsc(SCC(=O)Nc2ccccc2C(=O)O)n1	1	-3	0	-4	0.0	1	-1	-3	-0.1
O=C1CC(C(=O)O)S/C(=N\N=C\c2ccc(Br)cc2)N1 (stereo not drawn)	0	8	14	3	-0.2	-1	9	-6	0.0
O=C(O)c1cc2c(cc1NC(=O)C1CCCC1)OCCO2	.	.	.	.	3.0	-1	-24	22	-0.4
Cc1cccc(/C=C2/SC(=O)N(Cc3ccccc3Cl)C2=O)n1	1	0	6	2	2.5	-3	-16	10	-0.1
O=C1Nc2cc(Cl)c(Cl)cc2N(O)N1c1ccccc1	2	4	-9	-3	1.6	0	11	0	0.0
Cc1cccc(C)c1NC(=O)CN(C)C(=O)C1CCN(c2ncnc3sc(C)c(C)c23)CC1	7	-2	0	6	-0.7	-5	-2	15	0.1
Cc1noc(C)c1S(=O)(=O)Nc1ccc(O)c2c(=O)cc(-c3ccccc3Cl)oc12	-2	2	6	-3	-0.5	5	4	6	0.5
CSc1nsc(SCc2ccc(F)cc2)n1	5	0	12	3	0.1	6	20	3	-0.1
CCOc1ccc(OCCC(=O)N(CC(=O)Nc2ccccc2C(F)(F)F)Cc2ccco2)cc1	3	0	-1	0	0.6	0	4	2	0.1
COCc1ccc(C(=O)N(C)CC2CCCN(CCc3ccc(Cl)cc3)C2)o1 (stereo not drawn)	12	-2	2	0	1.8	2	20	9	0.0
C[C@]12C=CC(=O)C=C1CC[C@@H]1[C@@H]2[C@@H](O)C[C@@]2(C)[C@H]1CC[C@]2(O)C(=O)COC(=O)CCC(=O)O	8	0	3	-17	1.7	5	13	-3	-0.1

(listing goes on)
SMILES	HCV core dimer	TPT1 inh	EBNA-1 inhibitor	Fh CTSL1 inh	PP5 inh	PP1 counter	ZTA counter	PREPL inh	Efflux pump mplx
O=C(O)c1cccc(Nc2ccc3nonc3c2[N+](=O)[O-])c1	7	-3	-3	-4	-1.4	-1	8	-5	-0.1
CCC(CC)NC(=O)/C=C/c1cccc([N+](=O)[O-])c1	-5	2	3	0	3.2	-4	-16	0	0.2
COc1ccccc1NC(=O)CN(Cc1ccco1)C(=O)c1ccc(-n2nc(C)cc2C)cc1	1	0	-1	6	0.5	-1	2	2	0.0
CC(=O)NC[C@H]1CN(c2ccc(N3CCOCC3)c(F)c2)C(=O)O1	2	-3	4	-3	-2.5	-3	9	1	-0.1
Cc1cc(C)cc(N=Cc2[nH]c3ccc(Br)c(Cl)c3c2O)c1	-21	121*	9	-3	-3.5	-2	-6	4	-0.3
CC1CCN(S(=O)(=O)c2ccc(Br)s2)CC1	3	3	1	-3	1.8	-2	11	8	-0.1
Cc1cc(C)c(C)c(S(=O)(=O)NC(C(=O)O)C(C)C)c1C (stereo not drawn)	2	0	2	1	-2.2	-2	10	-2	0.1
COc1cccc2c1OC1(C)CC2NC(=O)N1c1cccc(C(=O)N2CCN(c3ccccc3)CC2)c1 (stereo not drawn)	-2	2	-3	-1	0.3	-2	-5	10	-0.1
CC(OC(=O)c1ccncc1)C(=O)Nc1ccc([N+](=O)[O-])cc1Cl (stereo not drawn)	5	1	-14	-41	-0.8	-6	1	12	0.3
Cc1c(C#N)sc2nc(-c3ccccc3)nc(N3CCCC3)c12	-1	3	-3	1	0.1	1	-8	-8	-0.2
Cc1nnc(SCCC(=O)Nc2ccc(F)cc2)s1	-8	3	-5	-4	1.2	-4	-30	1	0.0
CCOC(=O)N1CCC(Nc2c(N3CCN(c4cccc(C(F)(F)F)c4)CC3)c(=O)c2=O)CC1	-5	1	3	10	3.6	-1	-11	24	0.1
Cc1ccc(CN(C(=O)c2csnn2)C(C(=O)NC2CCCC2)c2ccc(C)o2)cc1 (stereo not drawn)	10	-1	6	-2	0.4	-1	8	-3	-0.4
COc1ccc(Cc2c(O)nc(SCC(C)C)[nH]c2=O)cc1	5	-1	7	4	-2.5	0	3	1	-0.1
COc1ccc(/C=C2\SC(=S)N(CCCC(=O)Nc3ccccc3C(=O)O)C2=O)cc1OC	-2	39*	10	4	3.2	2	4	-3	-1.9
Cc1sc2ncnc(N3CCC(C(=O)Nc4ccc(Cl)cc4Cl)CC3)c2c1C	8	-1	-8	8	2.9	3	-11	21	-0.1
CCOc1ccc(NC(=O)C2CCN(C(=O)C3CC(=O)N(c4ccc(C)cc4)C3)CC2)cc1 (stereo not drawn)	-1	-2	1	0	1.9	0	-8	10	-0.2
CNC(=O)COC(=O)c1cc2c(C)nn(-c3ccc(F)cc3)c2s1	6	-3	-3	-1	-0.5	-6	-4	0	-0.2
CC(=O)Nc1ccc(N(C(=O)CNC(=O)c2cccs2)C(C(=O)NC(C)(C)C)c2ccccc2)cc1 (stereo not drawn)	-1	1	1	0	1.0	-1	1	-3	-0.1
COc1ccc(/C=C/C(=O)c2cc(F)ccc2OC(=O)c2ccc(OC)c(OC)c2)cc1OC	12	4	4	0	2.2	-1	8	2	-0.1
COc1ccc(OC)c(-c2cc(C(=O)N/N=C/c3ccc(F)cc3)c3ccccc3n2)c1	14	-4	-13	0	5.0	2	2	25	0.0
COc1ccccc1OCC(=O)NCC(c1cccs1)N1CCOCC1 (stereo not drawn)	6	-1	8	1	0.2	-5	14	3	0.0
Cc1cc(-c2nnc(CCC(=O)NC(C)c3ccccc3Cl)o2)no1 (stereo not drawn)	-3	1	18	2	-0.3	-1	9	0	0.0
O=[N+]([O-])c1cccnc1Oc1ccc(C2SCCS2)cc1	-5	-4	11	2	-0.8	-2	6	-2	-0.1
COc1ccc(N(CC(=O)NCCSc2ccccc2)S(=O)(=O)c2ccccc2)cc1	11	-1	-6	3	2.1	2	-4	-23	0.1

Carrying on.
SMILES	HCV core dimer	TPT1 inh	EBNA-1 inhibitor	Fh CTSL1 inh	PP5 inh	PP1 counter	ZTA counter	PREPL inh	Efflux pump mplx
O=C(NCCCN1CCCCC1)C1CC(=O)N(CCc2ccccc2)C1 (stereo not drawn)	7	1	6	-4	0.5	-4	6	6	0.0
CSc1ncc(CN2CCN(C(C)C)C(CCO)C2)cn1 (stereo not drawn)	5	-3	-6	-1	0.2	-3	-6	-6	0.0
CC1CCCCN1C(=O)COc1ccc(NC(=O)c2ccco2)cc1 (stereo not drawn)	-3	-4	2	1	1.5	1	3	9	0.2
S=C(NCc1ccc2c(c1)OCO2)NC1CCN(Cc2ccccc2)CC1	-5	-1	-9	5	1.8	1	11	16	-0.1
COc1ccc(N(CC(=O)NC2CCCCCC2)S(=O)(=O)c2ccc(C)cc2)cc1OC	12	-3	14	0	4.2	1	6	-1	-0.2
CCOC(=O)Cc1csc(NC(=O)CSc2nnnn2-c2ccc(C)c(C)c2)n1	20	-7	-9	-3	1.9	-4	-13	-11	-0.1
O=C(C1=C[C@H](c2ccc(C(F)(F)F)cc2)C[C@H](OCc2ccc(CO)cc2)O1)N1CCOCC1	-5	-1	3	0	3.2	-1	-8	29	-0.1
COC(=O)CSc1ccc(-c2nc3ccc(C)cc3[nH]2)cn1	1	1	-6	-2	2.2	-1	-2	1	0.0
CC(C)OCCCN1CC(=O)N2C(c3ccccc3)c3[nH]c4ccccc4c3C[C@H]2C1=O (stereo partly drawn)	-8	-4	-2	1	4.8	-1	-4	7	-0.1
COC(=O)C1=NNC2C(=O)N(C3CCCCC3)C(=O)C12 (stereo not drawn)	4	-1	-2	9	-0.4	3	-13	8	-0.1
CC(=O)N1CCN(CC(O)COc2ccc(OCc3ccccc3)cc2)CC1 (stereo not drawn)	-1	-1	-1	-1	1.1	-4	-1	21	0.0
CC(C)(C)C(=O)Nc1ccnn1C1CCN(C(=O)c2cccc(Cl)c2)CC1	5	2	-2	0	2.8	-4	1	-1	-0.1
CN(C)/N=C/c1c(O)ccc2ccccc12	-19	-5	-9	5	1.6	1	-9	14	-0.2
Brc1c(CSc2nnc(-c3ccco3)o2)nc2ccccn12	2	-3	15	-11	0.3	-2	2	-2	0.1
O=C(CSc1nnc(COc2ccc3c(c2)CCCC3)o1)Nc1ccc(F)cc1	0	0	2	0	1.3	0	-5	16	0.1
N#Cc1cccc(NC(=O)COC(=O)C2CCC2)c1	1	1	-4	-13	-0.3	0	11	2	-0.1
COC(=O)c1ccc(S(=O)(=O)NNC(=O)COc2ccc(C)cc2)cc1	-8	-3	5	5	-0.1	-1	-6	-1	-0.1
COCCNC(=O)Cc1c(C)c2c(cc(C)c3c(C)coc32)oc1=O	-3	-5	-1	-6	2.5	-2	-12	-3	0.0
CN(CCCCCCCCC(=O)/C=N/O)Cc1ccccc1	3	5	-9	7	-0.9	-1	-7	16	0.2
